NPYLR7 ag: agonists of mosquito NPYLR7 receptor, primary screen, cell-based, Aedes aegypti, calcium fluorescence, mosquito biting behavior | actives 0.15% (n = 270,000) | HEK293T NPYLR7/Galpha15, GCaMP6s calcium fluorescence | AID 1259423, 2018 | activation, % at 10 µM; in the data active = activation above about 40%;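 note: 0% = vehicle and 100% = reference agonist at the receptor; some compounds past the cut are filed as inactive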
mcGAS inh: cyclic GMP-AMP synthase inhibitors, mouse, primary biochemical chemiluminescence; inhibition, % at 12.5 µM; recombinant cGAS, Kinase-Glo ATP depletion luminescence; AID 1259399, 2018; actives 0.15% (n = 160,000);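 note: 0% = negative control wells and 100% = reference inhibitor with no enzyme activity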
hcGAS lum: Primary biochemical luminescence assay for human cyclic GMP-AMP synthase inhibitors | Q8N884 | recombinant h-cGAS, ATP depletion, Kinase-Glo luminescence | inhibition, % at 12.5 µM | actives 0.081% (n = 290,000) | AID 1259398, 2018;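 note: 0% = vehicle reaction and 100% = reaction without DNA for no activity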
Target sequence (Q8N884 whole entry, looked up): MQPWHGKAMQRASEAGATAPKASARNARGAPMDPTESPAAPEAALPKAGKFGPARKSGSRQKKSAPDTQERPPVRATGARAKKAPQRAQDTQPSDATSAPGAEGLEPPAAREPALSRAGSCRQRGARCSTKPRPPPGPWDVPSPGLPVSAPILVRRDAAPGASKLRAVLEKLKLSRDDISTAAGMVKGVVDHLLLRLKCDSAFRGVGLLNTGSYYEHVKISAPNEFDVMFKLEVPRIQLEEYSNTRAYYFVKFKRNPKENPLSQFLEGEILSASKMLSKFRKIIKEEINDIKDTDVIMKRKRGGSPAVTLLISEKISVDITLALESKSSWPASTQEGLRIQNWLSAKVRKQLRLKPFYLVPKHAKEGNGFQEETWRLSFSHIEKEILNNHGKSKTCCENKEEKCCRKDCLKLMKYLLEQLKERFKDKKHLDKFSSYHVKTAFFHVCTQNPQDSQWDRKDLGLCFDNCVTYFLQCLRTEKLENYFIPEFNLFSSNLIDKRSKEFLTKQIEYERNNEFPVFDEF
The depositor's hits bear a star; . = not tested or not shown. Cut-off read from the data, not from the text of the source, unless noted: active = inhibition above about 40%; inactive = the rest.

SMILES | NPYLR7 ag | mcGAS inh | hcGAS lum
O=C(NC1(c2ccccc2)CCCC[C@H]1O)c1csc(=Nc2ccccc2)n1Cc1cccs1 (stereo partly drawn) | 5 | . | 0
Cc1csc(NC(=O)CSc2nc(=O)n(CCN(C)C)c3c2CCCC3)n1 | -3 | -7 | -13
CCN(CC)C1CCN(C(=O)c2cc(COc3ccc(F)c(F)c3)on2)C1 (stereo not drawn) | -4 | -3 | -8
COCc1c(C(=O)N(C)C(C)c2ccon2)cnn1-c1ncc2c(n1)-c1ccccc1CCC2 (stereo not drawn) | 13 | . | -9
CCOC(=O)C1(Cc2ccccc2C)CCCN(C(=O)c2cc(CC)nn2C)C1 (stereo not drawn) | 1 | . | -8
CCOC(=O)C1(CCCc2ccccc2)CCN(C(=O)c2n[nH]c3ccccc23)CC1 | 9 | -10 | -6
O=C(CCC1CCN(CC2CC=CCC2)CC1)NCc1ccc(F)cc1 (stereo not drawn) | 0 | -11 | -6
COc1c(F)cc(NS(=O)(=O)c2cc(Cl)c(F)c(C(=O)O)c2)cc1F | 11 | . | -8
COc1cc(/C=C(/C#N)c2ccccn2)ccc1OCC(=O)N1CCCC1 | 15 | . | -6
Cc1ccc(-c2nc(C(N)=O)c3[nH]c(=O)n(-c4ccc5c(c4)OCO5)c3n2)cc1 | -7 | -9 | -6
COc1ccc(CCOc2nc(-c3ccco3)n(-c3cccc(NCC(C)O)c3)n2)cc1 (stereo not drawn) | 16 | -5 | -5
COCc1cc(C)nc(N/N=C\c2cc(Br)cc(Br)c2O)c1C#N | -1 | -4 | -2
Cc1c(C(=O)O)sc(=S)n1C | 6 | -3 | -3
CCN(CC)C(=O)C(C)N(C#N)c1nc(N(C)C)nc(N(C)C)n1 (stereo not drawn) | 2 | . | 3
COc1ccc(-n2[nH]c(C(C)C)c(C3=C(N(C)C4CCCCC4)C(=O)N(c4ccccc4F)C3=O)c2=O)cc1 | -1 | -6 | -4
Cc1c(-c2c(-c3ccccc3)ncn2Cc2noc(-c3ccco3)n2)cnn1C | -2 | . | 5
CN=c1scc(-c2ccccc2)n1N=Cc1ccccc1Br | 5 | -5 | -8
Cc1ncc(CN2CCC(N3CCC(C(=O)NCc4ccccn4)CC3)CC2)s1 | 0 | . | -7
CCCOc1ccc(Cn2c(=O)oc3ccc(C)cc32)cc1 | -3 | -3 | 16
O=C(NCCNC(=O)C(F)F)C(F)F | -8 | . | -1

Taken from above:
NPYLR7 ag with Cc1c(-c2c(-c3ccccc3)ncn2Cc2noc(-c3ccco3)n2)cnn1C : -2
NPYLR7 ag with COc1ccc(-n2[nH]c(C(C)C)c(C3=C(N(C)C4CCCCC4)C(=O)N(c4ccccc4F)C3=O)c2=O)cc1 : -1
hcGAS lum with Cc1ncc(CN2CCC(N3CCC(C(=O)NCc4ccccn4)CC3)CC2)s1 : -7
NPYLR7 ag with Cc1c(C(=O)O)sc(=S)n1C : 6
hcGAS lum with O=C(NCCNC(=O)C(F)F)C(F)F : -1

(further entries)
SMILES | NPYLR7 ag | mcGAS inh | hcGAS lum
O=C(O)c1cc(Br)cc(S(=O)(=O)NCc2ccccc2)c1 | 0 | . | -7
COc1cc2c(cc1OC)C(CNC(=O)c1ccccc1)N(C(=O)Nc1cccc(C)c1)CC2 (stereo not drawn) | 9 | -5 | -1
Cn1c(=O)c2c(SCCO)nc(-c3ccccc3Cl)nc2n(C)c1=O | -6 | -7 | -4
CCS(=O)(=O)N1CCCN(c2nc(Cc3ccccc3)nc3onc(-c4ccc(C(C)(C)C)cc4)c23)CC1 | 22 | -3 | -2
CCOC(=O)CCC(=O)N1CCN(C(C(=O)N2CCOCC2)C2CCCC2)CC1 (stereo not drawn) | -5 | . | 0
COC(=O)c1ccc(Cn2c(C)c(C(=O)NCc3ccc(C(C)C)cc3)sc2=O)o1 | 0 | . | -9
Cc1cn2c3c(=O)n(C)c(=O)n(C)c3nc2n1-c1ccc(C(F)(F)F)cc1 | -3 | . | -1
CCOC(=O)C1(CCOC)CCN(Cc2ccncc2)CC1 | 12 | -4 | -1
N#Cc1nc(-c2ccc(S(=O)(=O)N3CCCCCC3)cc2)oc1NCc1ccc2c(c1)OCO2 | -1 | -10 | -10
CCCNC(=O)N1CCc2cc(OC)c(OC)cc2C1C(CC)NC(=O)CC(C)C (stereo not drawn) | 2 | -9 | -6
Fc1ccc(CSc2ncnc3c2nnn3Cc2ccc(F)cc2)cc1 | 23 | -4 | -7
c1n[nH]c(SCCNC2CCCNC2)n1 (stereo not drawn) | -3 | . | 0
Cc1nc2c(=O)n(CC(=O)NCc3ccc(F)cc3)nc(-c3ccccc3)c2s1 | 19 | -7 | 3
CCCn1c(CN2CCN(C(=O)c3ccco3)CC2)nc2c1c(=O)n(C)c(=O)n2C | 0 | -6 | -3
O=C(O)c1ccccc1N1C(=O)c2cccc3cccc(c23)C1=O | -1 | -4 | -1
COc1ccccc1N1CCN(C2CCCN(Cc3cc(CC(C)C)n[nH]3)C2)CC1 (stereo not drawn) | . | -11 | -8
CCc1c(C)nn(-c2ccc(C(=O)NC(C)(Cc3ccccc3)C(=O)OC)cc2)c1C (stereo not drawn) | -7 | -2 | -10
CCc1sc(C(=O)OCc2ccc(C(N)=O)cc2)cc1C | 4 | . | -7
CCc1cccc(NC(=O)N(CCOC)Cc2cccc(OS(=O)(=O)c3ccc(F)cc3)c2)c1 | -10 | 1 | -4
CN(C)C(=O)CNC(=O)/C=C/c1ccnn1C | 4 | . | -3
CCCn1c(C)cc(C(=O)CSc2n[nH]c(=O)n2CCC)c1C | 4 | . | -9
CN=C1SC(=Cc2c(OC)cc(OC)cc2OC)C(=O)N1C | 2 | 1 | 0
COc1cccc(-n2c(=O)c3ccccc3n(C(C)C(=O)NCc3ccccn3)c2=O)c1 (stereo not drawn) | -4 | -4 | -5
COc1ccccc1C1(CC(=O)N2CCN(c3cnccn3)CC2)CC(=O)N(C2CCCC2)C1=O (stereo not drawn) | 10 | -7 | -2
O=c1[nH]c2ccc(NS(=O)(=O)c3ccc(F)cc3)cc2[nH]1 | 13 | . | -6
CS(=O)(=O)N1CCCC(C(=O)Nc2nnc(-c3cc(Cl)sc3Cl)o2)C1 (stereo not drawn) | 5 | . | -7
CC(NC(=O)c1cnn2c1CCCC2)c1cn2ccsc2n1 (stereo not drawn) | -1 | . | 1
CCCCn1c(C)cn2c3c(=O)n(Cc4ccc(F)cc4)c(=O)n(C)c3nc12 | 3 | -3 | -2
CC12CC3CC(C)(C1)CC(C(=O)N1CC[C@H](O)C1)(C3)C2 | 6 | -14 | -1
C1CCN2C[C@@H]3C[C@@H](CN4CCCC[C@@H]34)[C@H]2C1 | -3 | . | -4

Compound profiles, from the list above:
`COc1cccc(-n2c(=O)c3ccccc3n(C(C)C(=O)NCc3ccccn3)c2=O)c1` (stereo not drawn) reads NPYLR7 ag = -4; mcGAS inh = -4; hcGAS lum = -5
`CCCn1c(C)cc(C(=O)CSc2n[nH]c(=O)n2CCC)c1C` reads NPYLR7 ag = 4; mcGAS inh = .; hcGAS lum = -9
`COc1ccccc1C1(CC(=O)N2CCN(c3cnccn3)CC2)CC(=O)N(C2CCCC2)C1=O` (stereo not drawn) reads NPYLR7 ag = 10; mcGAS inh = -7; hcGAS lum = -2

Following part.
SMILES | NPYLR7 ag | mcGAS inh | hcGAS lum
CC(C(=O)NCc1ccc2c(c1)OCO2)N1CCc2ccccc21 (stereo not drawn) | 10 | . | -4
Cc1nn(CC(=O)Nc2sc3c(c2C#N)CCCCC3)c(C)c1[N+](=O)[O-] | 0 | -3 | -2
CN1C(=O)CC(CC(=O)N2CC3CC4CC(C3)CC2C4)(c2ccc(-c3ccccc3)cc2)C1=O (stereo not drawn) | 10 | -8 | -4
O=C(NCCOCC(F)(F)C(F)F)c1cc(F)c(F)cc1Cl | -14 | . | -4
CCOC(=O)CCc1c(C)nc2ncnn2c1N1CCN(C(=O)c2cccc(C#N)c2)CC1 | 27 | -5 | 0
O=c1[nH]c2nc(C(F)(F)F)cc(-c3cccs3)c2c2ccccc12 | -2 | -8 | 0
CCC(C)N(Cc1ccc(OS(C)(=O)=O)cc1)C(=O)Nc1ccccc1Br (stereo not drawn) | 0 | -5 | -6
c1cnc(SCc2cccnc2)nc1 | -16 | . | 3
COCCN(Cc1ccc(OC)cc1)c1c(C)nc2ccc(C(=O)Nc3ccc(OC)c(OC)c3)cn12 | -6 | 2 | 1
Cc1ccc(CN2CCN(Cc3nc(C(C)C)cs3)CC2CCO)o1 (stereo not drawn) | 4 | . | -2
Cc1ccccc1CSc1nnc(CNC(=O)Nc2ccc(F)c(F)c2)n1-c1cc(Cl)ccc1Cl | 18 | -4 | -4
CCOC(=O)C1(CCOc2ccccc2)CCN(Cc2cc(OC)c3c(c2)OCO3)CC1 | -7 | -5 | -6
COCc1cc(CNC(=O)c2cc(C)nc3cc(F)ccc23)[nH]n1 | 0 | . | -2
CCOc1ccc(CN(C)CN2C(=O)CC2(C)C)cc1 | 0 | . | 1
CCCCOc1ccc(C(=O)Nc2c(-c3ccc(OC)cc3)nc3ccc(C)cn23)cc1 | -12 | 3 | 4
O=c1c2c3nc4ccccc4nc3n(Cc3ccco3)c2ncn1Cc1ccco1 | -4 | . | -2
COCCN(CC(=O)N(Cc1cccn1C)C1CC1)C(=O)c1ccc(Br)cc1 | -3 | -2 | 3
Cc1cccc(CSc2ncc(CO)n2CC(=O)NCc2ccccc2)c1 | 7 | . | -9
CN(Cc1ccccc1)CC1(c2ccnc(-c3ccccc3Cl)c2)CC1 | -15 | -6 | -6
O=C(COc1ccccc1)N1CCN(c2cc(Oc3ccc(F)c(Cl)c3)ncn2)CC1 | . | -6 | -2

Next section, starting with the last six of the part before.
SMILES | NPYLR7 ag | mcGAS inh | hcGAS lum
CCCCOc1ccc(C(=O)Nc2c(-c3ccc(OC)cc3)nc3ccc(C)cn23)cc1 | -12 | 3 | 4
O=c1c2c3nc4ccccc4nc3n(Cc3ccco3)c2ncn1Cc1ccco1 | -4 | . | -2
COCCN(CC(=O)N(Cc1cccn1C)C1CC1)C(=O)c1ccc(Br)cc1 | -3 | -2 | 3
Cc1cccc(CSc2ncc(CO)n2CC(=O)NCc2ccccc2)c1 | 7 | . | -9
CN(Cc1ccccc1)CC1(c2ccnc(-c3ccccc3Cl)c2)CC1 | -15 | -6 | -6
O=C(COc1ccccc1)N1CCN(c2cc(Oc3ccc(F)c(Cl)c3)ncn2)CC1 | . | -6 | -2
Cc1cc(S(=O)(=O)N(C)C)cc(NC(=O)c2nn(-c3ccc(F)cc3)c3c2CCCC3)c1C | 0 | -4 | -4
CS(=O)(=O)CCNc1ccc2c(Cl)ccnc2c1F | -2 | . | -5
CSc1ccc(CNC(=O)C2CCC(=O)N(CCCc3ccccc3)C2)cc1 (stereo not drawn) | 14 | . | -3
Cc1ccc(C)c(S(=O)(=O)NCC(c2ccc3c(c2)CCCN3C)N(C)C)c1 (stereo not drawn) | 8 | -6 | 6
CC(=O)Nc1cccc(C(=O)Nc2cc3c(cc2Cl)OCO3)c1 | 5 | -8 | -12
Cc1ccc2[nH]c3c(=O)n(CC(C)c4ccccc4)cnc3c2c1 (stereo not drawn) | 1 | -8 | -7
CCc1ccc(C(=O)N2CCC(c3nc(-c4ccccc4F)no3)CC2)cc1 | 4 | -6 | -4
C=Cc1ccc(CSc2nccn(-c3ccc(C)cc3)c2=O)cc1 | 5 | -8 | -6
Cc1[nH]c2ccc(CNC(=O)c3ccc4c(c3)N(C)C(=O)CO4)cc2c1C | 0 | -10 | 0
C=CCN1CCCC1C(=O)N1CCC(c2n[nH]c(=O)n2CC)CC1 (stereo not drawn) | 3 | . | -11

Limited to hcGAS lum, for some of the entries so far:
SMILES | hcGAS lum
O=C(COc1ccccc1)N1CCN(c2cc(Oc3ccc(F)c(Cl)c3)ncn2)CC1 | -2
COCc1c(C(=O)N(C)C(C)c2ccon2)cnn1-c1ncc2c(n1)-c1ccccc1CCC2 (stereo not drawn) | -9
CCCNC(=O)N1CCc2cc(OC)c(OC)cc2C1C(CC)NC(=O)CC(C)C (stereo not drawn) | -6
CCOC(=O)C1(CCOC)CCN(Cc2ccncc2)CC1 | -1
CCOC(=O)CCc1c(C)nc2ncnn2c1N1CCN(C(=O)c2cccc(C#N)c2)CC1 | 0

Other entries follow.
SMILES | NPYLR7 ag | mcGAS inh | hcGAS lum
Cc1nc(CN2CCC(N3CCCC3)CC2)[nH]c1C | . | -3 | 1
CC(NS(=O)(=O)c1ccc(Cl)c(Cl)c1)c1ccccc1 (stereo not drawn) | -7 | -3 | -4
O=C(c1ccc(OC(F)(F)F)cc1)N1CCC2(CC1)OCc1ccccc12 | 2 | . | 0
CCC(N)C1c2cc(OC)c(OC)cc2CCN1Cc1cccc(C)c1 (stereo not drawn) | 0 | . | -1
O=C(C1CCCN(c2nc(Cc3ccc(Cl)cc3)ns2)C1)N1CCN(c2ccc([N+](=O)[O-])cc2)CC1 (stereo not drawn) | -6 | -4 | -3

From PubChem
